Screening data as filed in PubChem BioAssay.
USP1 inh: inhibitors of human USP1/UAF1 deubiquitinase; O94782; recombinant USP1/UAF1, Ub-Rhodamine cleavage fluorescence; Potency, µM (doses to about 57.1 µM), inactives show at the highest dose activity change, negative = inhibition, actives largely listed as inhibitors; 390,000 tested, 0.23% active; AID 743255; note: potency is the fitted concentration of half-maximal effect; % is set by controls: 0 for no effect and ±100 for the full control effect; nearly all actives have a fitted effect of over 60% in size; inactives centre near -12
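In this screen, compounds sit with the deubiquitinase complex (1nM) for 15 min at room temperature before Ub-Rho is added at 150nM final. Fluorescence rise is then followed for 6 reads every 60 seconds.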
Tb PGK inh: inhibitors of T. brucei phosphoglycerate kinase. P07378. AID 602233. PGK/GAPDH coupled, Kinase-Glo luminescence, 60 min. Potency, µM (titrated, usually from 57.5 µM), for the others: at the highest dose activity change, negative = inhibition, usual class: inhibitors. 380,000 tested, 0.043% active; note: potency is the fitted concentration of half-maximal effect; % is set by controls: 0 for no effect and ±100 for the full control effect; nearly all actives have a fitted effect of over 60% in size
Target sequence (P07378 whole entry, looked up): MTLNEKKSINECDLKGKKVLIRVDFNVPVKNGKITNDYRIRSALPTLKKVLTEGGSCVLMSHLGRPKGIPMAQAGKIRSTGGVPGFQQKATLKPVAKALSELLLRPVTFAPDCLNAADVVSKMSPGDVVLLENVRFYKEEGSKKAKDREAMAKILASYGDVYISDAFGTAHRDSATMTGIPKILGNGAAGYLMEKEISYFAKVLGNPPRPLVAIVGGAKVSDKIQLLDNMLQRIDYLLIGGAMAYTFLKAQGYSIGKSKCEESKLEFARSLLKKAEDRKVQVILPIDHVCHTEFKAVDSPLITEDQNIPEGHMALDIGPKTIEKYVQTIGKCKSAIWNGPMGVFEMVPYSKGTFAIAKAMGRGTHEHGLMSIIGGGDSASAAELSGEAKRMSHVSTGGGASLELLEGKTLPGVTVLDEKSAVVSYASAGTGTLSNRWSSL
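Recombinant glycosomal PGK reaction used 1,3-bisphosphoglycerate generated in-well by GAPDH (100nM final) in 100mM TEA pH 7.6, 5mM MgCl2, 0.01% Tween-20. After 60 minutes at room temperature, ATP was read by Kinase-Glo Plus luminescence end-point.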
HP1b chromo inh: inhibitors of HP1-beta chromodomain binding to methylated histone tails | P83916 | AlphaScreen HP1-beta / biotin-H3K9me3 peptide binding | Potency, µM (titrated, usually from 114 µM), for inactives: top-dose activity change, negative = inhibition, most hits filed as inhibitors | 390,000 tested, 0.56% active | AID 540317; note: potency is the fitted concentration of half-maximal effect; nearly all actives have a fitted effect of over 70% in size; inactives centre near 23
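Compound inhibition of the preformed complex between 50 nM HP1-beta and 50 nM biotinylated H3K9me3 peptide was read by AlphaScreen. Buffer was PBS pH 7.4 with 0.01% Tween-20. Incubations ran 30 min at room temperature, with 10 ug/mL donor/acceptor beads.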
IDH1 R132H inh: blocks human mutant IDH1 R132H enzyme; O75874; 390,000 tested, 0.093% active; IDH1-R132H enzyme, NADPH consumption, diaphorase/resazurin fluorescence; Potency, µM (series often up to 76.6 µM), for inactives: at the top dose activity change, negative = inhibition, most hits filed as inhibitors; note: potency is the fitted concentration of half-maximal effect; % is set by controls: 0 for no effect and ±100 for the full control effect; nearly all actives have a fitted effect of over 65% in size
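IDH1-R132H (0.5 ug/mL) preincubated 30 min with compound, then NADPH (0.016 mM) and alpha-KG (2 mM) added; 80 min at RT, pH 7.5. Remaining NADPH coupled via diaphorase/resazurin to fluorescence (540/590 nm); concentration-response curves normalized to no-enzyme control.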
TrxR1 substrate: is turned over as a substrate by rat TrxR1; purified TrxR1 substrate turnover, NADPH consumption readout; Potency, µM (highest dose often 114 µM), for the others: at the top dose activity change, negative = substrate turnover; 390,000 tested, 0.01% active; AID 588456; note: potency is the fitted concentration of half-maximal effect; % is set by controls: 0 for no effect and ±100 for the full control effect; nearly all actives have a fitted effect of over 50% in size
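Rat TrxR1, dispensed at 90 nM, was prereduced with 400 uM NADPH (final) for 5 min at ~22 deg C, then incubated with compound 15 min before 400 uM selenite. A first-read NADPH fluorescence drop versus no-compound background flagged substrates.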
PI4K2A inh: inhibitors of human PI4K2A. Q9BTU6. purified PI4K2A, ADP-Glo luminescence, 1 h; hits give low values. activity change, negative = inhibition, % at 76.9 µM. 420,000 tested, 0.13% active; in the data active = activity change below about -50%; inconclusive = mostly about -30% to -49%;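 note: -100% = wells without enzyme as full effect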
Target sequence (Q9BTU6 whole entry, looked up): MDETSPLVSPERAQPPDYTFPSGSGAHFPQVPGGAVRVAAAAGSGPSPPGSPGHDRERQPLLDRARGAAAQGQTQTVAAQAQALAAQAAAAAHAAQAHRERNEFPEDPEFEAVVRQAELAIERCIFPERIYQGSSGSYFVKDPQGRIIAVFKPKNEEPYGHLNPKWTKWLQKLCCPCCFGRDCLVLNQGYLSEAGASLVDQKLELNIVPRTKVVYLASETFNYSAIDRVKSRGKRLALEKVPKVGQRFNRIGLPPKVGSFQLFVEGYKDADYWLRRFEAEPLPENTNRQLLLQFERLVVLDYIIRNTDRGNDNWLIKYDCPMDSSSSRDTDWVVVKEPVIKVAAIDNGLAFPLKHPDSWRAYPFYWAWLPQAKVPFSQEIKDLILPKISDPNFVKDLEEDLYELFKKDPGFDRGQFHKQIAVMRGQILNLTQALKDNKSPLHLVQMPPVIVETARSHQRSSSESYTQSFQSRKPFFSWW
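PI4K2A activity was measured by ADP-Glo luminescence: enzyme (4 ug/mL stock) and phosphatidylinositol (1.2 mM stock) in Tris pH 7.5/MgCl2/EGTA/Triton X-100 buffer were reacted with ATP (300 microM stock) for one hour at ambient temperature.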
GLS inh: blocks human kidney-isoform glutaminase activity; 410,000 tested, 0.21% active; GLS enzymatic activity, qHTS titration; Potency, µM (titrated, usually from 45.5 µM), for inactives: top-dose activity change, negative = inhibition, most hits filed as inhibitors; O94925; AID 624170; note: potency is the fitted concentration of half-maximal effect; % is set by controls: 0 for no effect and ±100 for the full control effect
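Two-point fluorescence kinetic (t0, 30 min RT) for hKGA; glutamate detected via glutamate oxidase–HRP–Amplex Red. Substrate: 1 mM L-glutamine solution; buffer 45 mM KH2PO4, pH 8.2.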
Pin1 inh: blocks the human prolyl isomerase Pin1; Pin1 FP peptide displacement, HiFluor488, 10 min; Q13526; AID 504891; 390,000 tested, 0.009% active; Potency, µM (titrated, usually from 115 µM), for the others: top-dose activity, negative = inhibition, actives largely listed as inhibitors; active = well fitted inhibition curve with a large enough effect in the polarisation, with a control signal flat, not every such curve was filed as active; inconclusive = small, poorly fitted or top-dose-only effect, or effect the other way, or a change in a side signal; inactive = no such curve, though single readings can be large or run the other way; the % refers to the polarisation; note: potency is the fitted concentration of half-maximal effect; % is set by controls: 0 for no effect and ±100 for the full control effect
TrxR1 inh: blocks rat thioredoxin reductase 1. O89049. recombinant rTrxR1, NADPH fluorescence consumption, selenite substrate. Potency, µM (highest dose often 114 µM), for inactives: top-dose activity change, negative = inhibition, hits mostly inhibitors. 390,000 tested, 1% active. AID 588453; note: potency is the fitted concentration of half-maximal effect; % is set by controls: 0 for no effect and ±100 for the full control effect; nearly all actives have a fitted effect of over 65% in size
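Rat TrxR1 (90 nM in the dispensed reagent) was pre-reduced with 400 uM NADPH for 5 min at room temperature, then incubated with compound for 15 min. After 400 uM selenite was added, NADPH fluorescence (Ex 340/Em 450 nm) was followed for 8 min.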
Active calls of the source: *; i = inactive; ? = inconclusive; & = joins results of further samples; [ ] = remark or other dose. Unless noted, calls come from the whole dose curve; as a rule, active = well fitted curve in the direction sought with a large enough effect; inconclusive = small, poorly fitted or top-dose-only effect, or another doubt; inactive = no such curve, though single readings can be large; an effect the other way counts as inactive or inconclusive. A portion of the library; count on the stated rates, not on these rows.

SMILES,USP1 inh,Tb PGK inh,HP1b chromo inh,IDH1 R132H inh,TrxR1 substrate,PI4K2A inh,GLS inh,Pin1 inh,TrxR1 inh
O=[N+]([O-])c1ccc(C(O)C23CN4CN(CN(C4)C2)C3)cc1 (configuration not stated),-5%,0%,31%,0%,1%,-10,0%,1%,19%
O=C(NC12CC3CC(CC(C3)C1)C2)c1c(Cl)cccc1Cl,-23%,-7%,26%,13%,6%,4,-6%,-6%,26%
CCCN1CCN(CC(=O)NCC(=O)Nc2cccc(C)c2C)CC1,-4%,-6%,-8%,-8%,2%,-2,-2%,-10%,23%
Cc1c(NS(=O)(=O)c2cccc(C(=O)O)c2)c(=O)n(-c2ccccc2)n1C,-12%&-8%,-8%&-7%,71%&32%[activator],6%&-7%,13%&5%,7&0,-2%&7%,7%&2%,14%&25%
CCN(C(=O)CN1CCN(c2cccc(C(F)(F)F)c2)CC1)c1c(N)n(Cc2ccccc2)c(=O)[nH]c1=O,-14%,1%,3%,-10%,-4%[57.1 µM],2,-7%,9%,4%[57.1 µM]
O=C(/C=C/c1ccccc1)Oc1ccc(C(=S)N2CCOCC2)cc1,0%,3%,14%,9%,0%,-3,-3%,-14%,16%[57.1 µM]
CN(C)CCCN(Cc1ccccc1)C(=S)Nc1cccc(C(F)(F)F)c1,-18%,i,33%,-4%,6%,2,6%,-3%,8%
CCO[C@@H]1OC(C(=O)NCc2nc3ccccc3[nH]2)=C[C@H](C2CCCCC2)[C@H]1CCCO,-6%,-2%,29%,-4%,6%[57.1 µM],0,0%,4%,15%
Cc1ccc(N(C)S(=O)(=O)c2ccc3[nH]cc(C(=O)NCCCN4CCOCC4)c(=O)c3c2)cc1C,?,-8%,4%,0%,-5%,-4,2%,-1%,-16%
Cc1ccccc1Cn1nnc(C(=O)Nc2ccc3c(c2)OCCO3)c1N,-9%,-4%,16%,6%,0%,0,0%,-2%,7%
CCCn1c(NCc2ccc3c(c2)OCO3)nc2ccccc21,-11%,i,22%,1%,10%[57.1 µM],5,1%,4%,16%[57.1 µM]
COc1ccc2oc(=N)c(C(=O)NCc3ccccc3)cc2c1,-25%,-2%,1%,7%,29%[57.1 µM],0,4%,-7%,17%[57.1 µM]
CCCn1c2ccccc2c2cnn(CC(=O)N3CCCC(C(=O)OCC)C3)c(=O)c21 (configuration not stated),-15%,-7%,10%,2%,6%[57.1 µM],-3,-3%,0%,21%[57.1 µM]
CCc1ccc(-c2cn(-c3nc(C)cc(C)n3)c(=N)o2)cc1,-14%,-7%,10%,10%,-1%,2,4%,2%,-7%
COc1cccc(C(=O)NCC(=O)OCc2cc(=O)n3ccsc3n2)c1,-6%,9%,5%,8%,-2%[57.1 µM],-5,6%,-2%,2%[57.1 µM]
CCN(CCCNC(=O)C1CCN(C(=O)c2cc3sccc3n2C)CC1)Cc1ccccc1,-5%,1%,51%[activator],-1%,-2%,-4,-20%,-2%,-12%
COc1c(Br)cc(Br)cc1/C=C1/C(=O)N=C(N)N1C,-19%,-10%,34%,1%,-6%[57.1 µM],9,5%,11%,-6%[57.1 µM]
COc1ccc(OC)c(NC(=O)CCn2ccnc2)c1,-24%,i,12%,-8%,4%,3,-4%,-5%,13%
Cc1ccc(Nc2nc(CSc3nnc(-c4ccncc4)n3-c3ccccc3C)cs2)cc1,-3%,5%,-16%,?,-12%,-6,9%,31%[activator],-14%
Cc1cccc(C(=O)NNC(=O)CCn2nnc3ccccc32)c1,-13%,-10%,16%,2%,-3%[57.1 µM],4,1%,1%,5%[57.1 µM]
NC(=S)N/N=C/c1ccc(-c2ccc([N+](=O)[O-])cc2)o1,-16%,-12%,32%,-1%,-1%,-7,19%,?,-14%
CCN(CC)CCCOc1nc(C)nc2c1oc1ccccc12,-12%,-5%,18%,-2%,-8%,-10,5%,-11%,-13%
CN(C(=O)CSc1nnc(-c2cccs2)n1N)c1ccccc1,-8%,-5%,14%,-11%,7%,-6,-4%,2%,25%
Cn1c(=O)c2c(ncn2CC(=O)N/N=C/c2ccco2)n(C)c1=O,-7%,5%,28%,1%,-11%,3,12%,-8%,-22%
CCCOc1ccc(-c2nnc(-c3ccco3)o2)cc1,-17%,-3%,16%,2%,79%[activator],-23,-10%,-1%,28%[57.1 µM]
CC(CCOC1=NS(=O)(=O)c2ccccc21)NC(=O)C(=O)Nc1ccccc1 (configuration not stated),-12%,i,22%,0%,-3%,4,7%,-1%,10%
Cc1nn(-c2ncc(C(F)(F)F)cc2Cl)c(=O)n1-c1cccc(Cl)c1,-15%,-1%,49%[activator],4%,-1%,3,-15%,-2%,2%
COc1ccc(NC(=O)C2CCCN2c2nn3c(=O)cc(C)nc3s2)cc1 (configuration not stated),-21%,i,75%[activator],14%,-1%[57.1 µM],-3,0%,0%,8%[57.1 µM]
COc1ccccc1NC(=S)N(Cc1cccs1)C1CCCC1,-6%,0%,46%[activator],2%,-4%[57.1 µM],-1,3%,26%,-7%[57.1 µM]
C#CCOc1ccc(CNC[C@H]2O[C@@H](n3cnc4c(N)ncnc43)[C@H](O)[C@@H]2O)cc1,1%,-4%,13%,7%,5%,2,1%,-14%,-6%
CCOC(=O)C1CCCN(CC(O)COCc2ccc3c(c2)OCO3)C1 (configuration not stated),-3%,-2%,?,3%,4%[57.1 µM],2,4%,-4%,19%[57.1 µM]
COc1ccc(OC)c(NC(=O)c2c(NCc3cccs3)sc3c2CCCC3)c1,?,-3%,-15%,-4%,-5%,-10,1%,?,45µM*
O=S(=O)(NCc1ccc(Cl)cc1Cl)c1ccc(N2CCOCC2)nc1,-25%,-10%,22%,0%,4%,8,0%,57%[activator],13%
CCc1ccc(C2CC(c3ccccc3C)n3nc(N)nc3N2)cc1 (configuration not stated),-22%,-9%,29%,0%,10%,-2,10%,-1%,13%[57.1 µM]
Cc1ccc(-n2c(-c3ccco3)n[nH]c2=S)cc1,-15%,-4%,-17%,9%,-1%,3,-10%,-5%,-27%
O=C(Cn1nnc(-c2ccccc2)n1)Nc1cccc(S(=O)(=O)N2CCCC2)c1,-8%,-2%,9%,8%,-12%,0,0%,-6%,-12%
CNc1ccccc1C(C)(C)c1cc(-c2cccc(OC)c2)no1,-23%,-7%,32%,0%,-2%[57.1 µM],-2,-8%,34%[activator],4%[57.1 µM]
CS(=O)(=O)c1ccc(C(=O)NCc2ccccc2F)cc1,-3%,-10%,-17%,2%,3%[57.1 µM],1,-15%,1%,9%[57.1 µM]
Cc1ccc(-c2nn3c(C)nnc3c3ccccc23)cc1S(=O)(=O)N1CCN(CCO)CC1,-3%,i,43%,12%,11%,-1,6%,-4%,-1%
COC(=O)Cn1c(=O)c2c(nc3n2CC(C)CN3Cc2ccccc2)n(C)c1=O (configuration not stated),-10%,-3%,30%,-3%,5%,1,4%,0%,26%
COc1ccc(S(=O)(=O)N2CCOCC2)cc1NC(=O)Cc1ccccc1Cl,-16%,-1%,35%,-2%,-8%,-5,-1%,-3%,-3%
CCS(=O)(=O)c1ccc2oc(Nc3ccc(OC)cc3)nc2c1,-11%,-1%,39%,6%,-16%[57.1 µM],1,0%,-12%,24%[57.1 µM]
COc1ccc(CN(C)C(=O)Cn2ccc(N)nc2=O)cc1OC,-18%,-9%,10%,-2%,9%[57.1 µM],-3,1%,1%,17%[57.1 µM]
CCOc1ccccc1CNC(=O)CN(c1ccc(C)cc1)S(=O)(=O)N(C)C,4%,9%,27%,1%,2%[57.1 µM],-2,0%,0%,7%[57.1 µM]
Cc1cccn2c(=O)c(/C=C(\C#N)S(=O)(=O)c3ccccc3)c(N3CCC(C(N)=O)CC3)nc12,-28%,6%,11%,?,3%,3,15%,?,14%
O=S(=O)(Nc1ccc(C(F)(F)F)cc1)c1cnc[nH]1,?,-8%,-13%,8%,5%,-8,48%[activator],-12%,19%
O=C(c1cccs1)N1CCN(C2CCCCC2)CC1,-13%,-7%,?,2%,4%,0,3%,-12%,17%
Cn1cc(C(=O)NS(=O)(=O)Nc2ccc(Br)cc2)c2ccccc21,-16%,-7%,49%[activator],-7%,0%,-3,-4%,0%,20%
